From PubChem BioAssay
IL-1B inflam inh = inhibitors of inflammasome signaling (IL-1 beta secretion); THP-1 LPS/ATP IL-1B secretion, AlphaLISA, 16 h; hits give low values; activity change, % at 57.5 µM; 360,000 tested, 4.7% active; AID 743279; in the data active means activity change below about -50%; inconclusive means mostly about -30% to -49%; further: on the % scale 0 is the no-effect control and ±100 the full control effect
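THP-1 cells pretreated 1 hr with compounds (up to 57.5 uM final), then stimulated with LPS (250 ng/mL final) plus ATP (1.25 mM final); secreted IL-1B measured by AlphaLISA after 16 hr, decreased signal indicating inhibition.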
ATXN2 expr inh = reduces ATXN2 reporter expression in HEK-293 cells | HEK-293 ATXN2-luciferase reporter, luminescence, 24 h | Potency, µM (series often up to 57 µM), for inactives: at the top dose activity change, negative = inhibition, actives largely listed as inhibitors | 360,000 tested, 0.72% active | AID 1745845; further: potency means the concentration at half of the fitted maximal effect; on the % scale 0 is the no-effect control and ±100 the full control effect; nearly all actives have a fitted effect of over 55% in size
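qHTS (up to 57 uM final) was run with 24 h compound exposure of reporter cells at 37 °C. Each well was multiplexed: SteadyGlo luminescence measured ATXN2-luciferase expression after a fluorogenic Gly-Phe-AFC viability readout (25 uM final).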
MCF10A rereplic = DNA re-replication induction in MCF 10a cells. MCF 10A DNA re-replication, Hoechst nuclear intensity, 48 h. Potency, µM (doses to about 46.1 µM), for inactives: at the top dose activity, positive = re-replication, most hits filed as activators. 350,000 tested, 2.9% active. AID 624296; further: potency means the concentration at half of the fitted maximal effect; % of control where 0% means no effect; nearly all actives have a fitted effect of over 50% in size
SW480 rerep = DNA re-replication induction in SW480 cells; SW480 DNA re-replication, Hoechst DNA content imaging, 48 h; Potency, µM (titrated, usually from 46.1 µM), inactives show at the highest dose re-replication activation, most hits filed as activators; 340,000 tested, 1.8% active; AID 624297; further: potency means the concentration at half of the fitted maximal effect; % of control where 0% means no effect; nearly all actives have a fitted effect of over 55% in size
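SW480 cells exposed to compounds for 48 hr at 37 C, 5% CO2, then Hoechst-stained 40 min. Nuclear DNA content imaged by fluorescence scanning (405 nm excitation, 500-530 nm emission); re-replication scored as increased high-intensity nuclei.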
HT1080 IDH1KD tx = kills HT-1080 cells with IDH1 knockdown. HT-1080 IDH1 knockdown viability, ATP luminescence, 48 h. Potency, µM (series often up to 46.1 µM), without a hit: at the top dose activity, negative = toxicity, actives largely listed as cytotoxic. 360,000 tested, 2% active. AID 686971;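 further: potency means the concentration at half of the fitted maximal effect; 0% = DMSO wells and -100% = cell-free medium wells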
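Assay cells: HT-1080 with IDH1 knockdown, 750 per well, RPMI/5% FBS. Exposure: 48 h at 37 °C following 2 h pre-incubation. Read: CellTiter-Glo luminescence; fitted concentration-response, curve class assigned.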
KB-V1 cytotox = KB-V1 MDR subline cytotoxicity. KB-V1 MDR cells viability, CellTiter-Glo, 72 h. Potency, µM (top dose mostly 46.1 µM), without a hit: top-dose activity change, negative = cytotoxicity, usual class: cytotoxic. 400,000 tested, 3.4% active; further: potency means the concentration at half of the fitted maximal effect; on the % scale 0 is the no-effect control and ±100 the full control effect; nearly all actives have a fitted effect of over 60% in size
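KB-V1, DMEM (no phenol red) + 10% FBS; cpd pin-transferred, titration series; 72 h, 37 degrees C; CellTiter-Glo, luminescence. Data normalized, curve-fit.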
WRN helicase inh = inhibitors of human WRN helicase | WRN helicase unwinding, fluorescent forked duplex, kinetic | Potency, µM (titrated, usually from 114 µM), without a hit: top-dose activity change, negative = inhibition, hits mostly inhibitors | 360,000 tested, 0.46% active | AID 651768; further: potency means the concentration at half of the fitted maximal effect; on the % scale 0 is the no-effect control and ±100 the full control effect; nearly all actives have a fitted effect of over 55% in size
Target sequence (Q14191 whole entry, looked up): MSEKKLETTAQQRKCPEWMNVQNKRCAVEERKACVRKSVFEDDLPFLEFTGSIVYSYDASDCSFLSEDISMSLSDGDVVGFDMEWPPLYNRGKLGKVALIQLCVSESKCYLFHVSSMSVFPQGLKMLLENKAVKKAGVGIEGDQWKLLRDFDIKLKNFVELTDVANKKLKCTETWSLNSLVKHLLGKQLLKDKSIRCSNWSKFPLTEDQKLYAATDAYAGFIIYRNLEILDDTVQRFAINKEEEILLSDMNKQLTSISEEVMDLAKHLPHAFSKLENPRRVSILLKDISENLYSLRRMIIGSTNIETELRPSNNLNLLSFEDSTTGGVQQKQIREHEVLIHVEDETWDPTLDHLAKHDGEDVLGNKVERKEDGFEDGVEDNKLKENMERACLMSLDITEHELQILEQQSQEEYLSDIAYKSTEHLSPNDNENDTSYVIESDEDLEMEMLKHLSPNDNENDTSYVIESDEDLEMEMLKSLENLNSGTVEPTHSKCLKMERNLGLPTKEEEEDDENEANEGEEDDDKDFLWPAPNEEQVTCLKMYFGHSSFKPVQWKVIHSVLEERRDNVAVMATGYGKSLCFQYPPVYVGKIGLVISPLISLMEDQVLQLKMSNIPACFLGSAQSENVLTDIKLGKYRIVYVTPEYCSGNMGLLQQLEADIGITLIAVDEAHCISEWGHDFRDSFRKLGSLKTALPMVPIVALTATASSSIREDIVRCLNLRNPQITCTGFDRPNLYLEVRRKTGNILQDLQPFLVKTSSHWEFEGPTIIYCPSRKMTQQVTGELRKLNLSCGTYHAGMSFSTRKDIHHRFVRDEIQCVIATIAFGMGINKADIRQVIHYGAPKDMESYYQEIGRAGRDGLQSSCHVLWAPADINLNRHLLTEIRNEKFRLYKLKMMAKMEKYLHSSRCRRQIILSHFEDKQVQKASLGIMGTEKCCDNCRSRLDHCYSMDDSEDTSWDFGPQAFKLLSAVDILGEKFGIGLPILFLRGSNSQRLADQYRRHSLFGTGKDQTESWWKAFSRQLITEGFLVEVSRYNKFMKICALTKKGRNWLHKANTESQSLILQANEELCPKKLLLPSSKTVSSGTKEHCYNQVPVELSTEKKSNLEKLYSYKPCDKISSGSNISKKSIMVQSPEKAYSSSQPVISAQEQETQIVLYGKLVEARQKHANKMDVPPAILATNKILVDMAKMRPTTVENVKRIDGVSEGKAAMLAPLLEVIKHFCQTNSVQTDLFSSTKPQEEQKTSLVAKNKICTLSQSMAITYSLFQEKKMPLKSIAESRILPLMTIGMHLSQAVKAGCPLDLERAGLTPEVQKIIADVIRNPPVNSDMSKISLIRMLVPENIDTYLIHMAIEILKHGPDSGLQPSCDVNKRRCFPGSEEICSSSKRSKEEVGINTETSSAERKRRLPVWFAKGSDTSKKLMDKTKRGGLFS
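Primary qHTS, 1536-well format. 20 nM WRN + compound, 15 min RT; start with 100 nM forked fluorophore/quencher duplex, 2 mM ATP (final); kinetic read ex 525/em 598 nm.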
HT1080NT lethal = kills 2HG-producing HT-1080-NT fibrosarcoma cells; HT-1080-NT fibrosarcoma viability, CellTiter-Glo ATP luminescence, 48 h; Potency, µM (series often up to 46.1 µM), for the others: at the top dose activity, negative = less viability, actives largely listed as cytotoxic; 360,000 tested, 1.6% active;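 further: NT is the 2HG producing partner of a matched IDH1 knockdown line; potency means the concentration at half of the fitted maximal effect; 0% = DMSO-treated cells and -100% = media-only wells without cells; nearly all actives have a fitted effect of over 55% in size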
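Viability by CellTiter-Glo luminescence after 48 h compound exposure at 37C of HT-1080-NT cells (750/well, RPMI, 5% FBS). % activity scaled between DMSO wells and medium-only wells, then curve-fitted and categorized by curve class.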
KB-3-1 tox = kills parental KB-3-1 adenocarcinoma cells; KB-3-1 viability, CellTiter-Glo ATP luminescence, 72 h; Potency, µM (highest dose often 46.1 µM), without a hit: top-dose activity change, negative = cytotoxic, usual class: cytotoxic; 400,000 tested, 1.4% active; AID 1347075; further: potency means the concentration at half of the fitted maximal effect; on the % scale 0 is the no-effect control and ±100 the full control effect; nearly all actives have a fitted effect of over 60% in size
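Using CellTiter-Glo luminescence, growth of non-resistant KB-3-1 adenocarcinoma cells is assessed 72 h after pin-tool compound addition at 37 °C. Normalized responses across the concentration series yield fitted curves.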
Numbers without * were called inactive; ? = inconclusive; . = not tested or not shown; & = joins results of further samples; [ ] = remark or other dose. Unless noted, the call rests on the fitted dose curve; in most records, active means well fitted curve in the direction sought with a large enough effect; inconclusive means small, poorly fitted or top-dose-only effect, or another doubt; inactive means no such curve, though single readings can be large; an effect the other way counts as inactive or inconclusive. Some of the compounds tested. The share of hits here may be higher or lower than overall.

1: CCn1cc(C(=O)O)c(=O)c2ccc(C)nc21
2: CCOP(=O)(OCC)c1nc(-c2cccc3ccccc23)oc1N1CCOCC1
3: COc1ccc(-c2nc3ccccc3c(=O)o2)cc1
4: c1ccc2c(CCN3CCCCC3)c[nH]c2c1
5: CN(C)CC1CCCCC1OC(=O)Cc1ccc(Cl)c([N+](=O)[O-])c1 (stereo unspecified)
6: c1ccc2c(c1)[IH]c1ccccc1-2
7: CN1CCC2(CC1)c1ccccc1-c1ccccc12
8: O=C(O)[C@H]1C[C@@H]1[C@H](NP(=O)(c1ccccc1)c1ccccc1)c1ccccc1

Screen / compound no.,1,2,3,4,5,6,7,8
IL-1B inflam inh,26,-73*,-3,-12,-4,-94*,-67*,0
ATXN2 expr inh,2%&7%&13%,-14%,6%,10%,-8%,7.9µM*,-23%,2%
MCF10A rereplic,8%&-11%&9%,?,-3%,.,-31%[inhibitor],-13%,13%,16%
SW480 rerep,9%&-6%&0%,13%,-6%,.,?,?,-2%,-11%
HT1080 IDH1KD tx,9%,-13%,-2%,?,11%,0.46µM*,-15%,6%
KB-V1 cytotox,-1%&14%,?,23%,-26%,15%,?,-13%,3%
WRN helicase inh,7%,-1%,-5%,3%[57.1 µM],-4%[57.1 µM],-8%,-1%,5%
HT1080NT lethal,-5%,-11%,-1%,-13%,-3%,0.46µM*,-8%,9%
KB-3-1 tox,0%&0%,-17%,14%,6%,4%,?,1%,6%

9: COC(=O)C12OCC34C(CC5C(C)=C(O)C(=O)CC5(C)C3C(O)C1O)OC(=O)C(OC(=O)/C=C(\C)C(C)C)C24 (stereo unspecified)
10: CN(C)C(=O)Oc1cccc(NC(=O)N2CCOCC2)c1
11: CN1C(C(=O)N2CCC3(CC2)OCCO3)=CC(c2ccc(F)cc2)=NS1(=O)=O
12: CC(C)(C)C(=O)O[C@H]1CC[C@@]2(C)C(=CC(=O)C3C2CC[C@]2(C)C(=O)[C@@H](F)CC32)C1 (stereo partly specified)
13: CCC(=O)N1CC(=O)Nc2ccc(F)cc2C1c1ccc(F)cc1 (stereo unspecified)
14: CCC(=NCC1CCCO1)c1c(O)n(Cc2ccccc2)c(=O)[nH]c1=O (stereo unspecified)
15: C[C@]12CC[C@H](N)CC1=CCC1C2CC[C@@]2(C)C1CC[C@@H]2O (stereo partly specified)
16: Nc1ccc(Cl)cc1C(=O)c1ccccc1Cl

Screen / compound no.,9,10,11,12,13,14,15,16
IL-1B inflam inh,-98*,4,0,-77*,13,19,-12,-1
ATXN2 expr inh,-63%,-13%,-7%,-15%,-8%,2%,0%,?
MCF10A rereplic,18%,1%,10%,?,0%,2%,?,?
SW480 rerep,?,-1%,1%,?,-1%,1%,18µM*,-2%
HT1080 IDH1KD tx,0.026µM*,4%,5%,-2%,-1%,7%,?,?
KB-V1 cytotox,3.3µM*,13%,-2%,?,0%,4.1µM*,5%,10%
WRN helicase inh,3%,-6%,3%,-17%,4%,-2%,15%,-27%[57.1 µM]
HT1080NT lethal,?,6%,3%,0%,8%,7%,?,?
KB-3-1 tox,0.18µM*,3%,2%,?,1%,-27%,-16%,-21%

17: CN1CCN(c2nc3c(c(=O)[nH]2)CCC3)CC1
18: CSc1ccc(CN2CCN(C(=O)COc3cccc(C)c3)CC2)cc1
19: CCC(C)NS(=O)(=O)c1ccc(OCC(=O)N2CCN(CC)CC2)cc1 (stereo unspecified)
20: COC(=O)C1=C(c2c(C)noc2C)C[C@@H]2CC[C@H]1N2C(=O)NCc1ccc2c(c1)OCO2
21: O[C@H]1C2CCC1C(N1CCCCC1)CC2 (stereo partly specified)
22: c1cc2c(cc1N1CCCCC1)CNCc1cnnn1-2
23: O=C1NC(=O)C2(Cc3c(nc4ccccn4c3=O)N3CCCCCC32)C(=O)N1Cc1ccccc1 (stereo unspecified)
24: CCNCC(O)c1cccc(O)c1 (stereo unspecified)

Screen / compound no.,17,18,19,20,21,22,23,24
IL-1B inflam inh,23,?,0,3,-6,9,1,6
ATXN2 expr inh,5%,-15%,0%,8%,-1%,4%,-14%,2%
MCF10A rereplic,-4%,-3%,0%,8%,9%,.,?,-8%
SW480 rerep,0%,-9%,-11%,-3%,-1%,.,0%,-93%[inhibitor]
HT1080 IDH1KD tx,-2%,-20%,3%,9%,-7%,8%,-3%,8%
KB-V1 cytotox,?,-18%,24%,-2%,-12%,-13%,?,11%
WRN helicase inh,11%,-28%,2%,-1%,-23%,0%,-10%,3%
HT1080NT lethal,-2%,-6%,6%,9%,-2%,?,-3%,20%
KB-3-1 tox,3%,-18%,-2%,21%,-2%,0%,-16%,0%

25: c1cc(C2N3CCCN2CC3)ccn1 (stereo unspecified)
26: Cc1nn(-c2ccccc2)c2c1P(=O)(O)/C(=C1\N(C)c3ccccc3C1(C)C)C=N2
27: COC(=O)C1=C(c2cc3ccccc3o2)C[C@@H]2CC[C@H]1N2C(=O)NCc1ccc(C(F)(F)F)cc1
28: COc1ccc(S(=O)(=O)Nc2cc(C(=O)NC3CCCCCC3)ccc2N2CCOCC2)cc1
29: C[C@]12CCC3C(CC[C@@H]4C[C@@H](O)CC[C@]34C)C1CC[C@@H]2O (stereo partly specified)
30: Cc1ccc2c(c1)C1CN(C)CCC1N2C(=O)Nc1ccc(Cl)cc1 (stereo unspecified)
31: Cc1ccc(-c2cc(-c3ccc(C)cc3)[n+](-c3ccccc3)c(-c3ccc(C)cc3)c2)cc1
32: C[C@@H]1O[C@@H](O[C@H]2C[C@@H](O)[C@]3(CO)[C@H]4[C@H](O)C[C@]5(C)[C@@H](C6COC(=O)C6)CC[C@]5(O)[C@@H]4CC[C@]3(O)C2)[C@H](O)[C@H](O)[C@H]1O (stereo partly specified)

Screen / compound no.,25,26,27,28,29,30,31,32
IL-1B inflam inh,-16,?,?,-18,20,-72*,-99*,0
ATXN2 expr inh,.,0%,8%,16%,-2%,-30%,?,0.56µM*
MCF10A rereplic,1%,12µM*,3%,-1%,10%,7%,?,?
SW480 rerep,-1%,7%,?,19%,-4%,26%,?,5.2µM*
HT1080 IDH1KD tx,-4%,-15%,?,?,4%,?,7.3µM*,0.82µM*
KB-V1 cytotox,-10%,1%,?,-3%,10%,?,0%,1.6µM*
WRN helicase inh,-11%,-22%,-33%,-12%,-11%,-22%,-8%,-2%
HT1080NT lethal,-1%,10%,21µM*,?,1%,?,5.2µM*,1.8µM*
KB-3-1 tox,0%,-2%,?,5%,1%,-1%,5.8µM*,?

Looked up by structure from the entries so far:
17: CN1CCN(c2nc3c(c(=O)[nH]2)CCC3)CC1
4: c1ccc2c(CCN3CCCCC3)c[nH]c2c1
18: CSc1ccc(CN2CCN(C(=O)COc3cccc(C)c3)CC2)cc1
28: COc1ccc(S(=O)(=O)Nc2cc(C(=O)NC3CCCCCC3)ccc2N2CCOCC2)cc1

Screen / compound no.,17,4,18,28
IL-1B inflam inh,23,-12,?,-18
ATXN2 expr inh,5%,10%,-15%,16%
MCF10A rereplic,-4%,.,-3%,-1%
SW480 rerep,0%,.,-9%,19%
HT1080 IDH1KD tx,-2%,?,-20%,?
KB-V1 cytotox,?,-26%,-18%,-3%
WRN helicase inh,11%,3%[57.1 µM],-28%,-12%
HT1080NT lethal,-2%,-13%,-6%,?
KB-3-1 tox,3%,6%,-18%,5%

(listing goes on)
33: CCOC(=O)[C@]12Cc3cc(N(C)C)ccc3[C@H]1N(Cc1ccccc1)C(=O)c1ccccc12
34: CC1CC(C)CN(C(=O)COC(=O)c2cn(C)c3ccccc23)C1 (stereo unspecified)
35: C=CCC1([C@@H](C)CCC)C(=O)NC(=O)NC1=O
36: Cc1cc(C)n2nc(SC(C)C(=O)N3CCC4(CC3)OCCO4)nc2n1 (stereo unspecified)
37: Cc1nn(-c2nc3ccccc3s2)c(C)c1Oc1ccccc1O
38: COc1ccc(CN2C(=O)NC(=O)/C(=C/c3ccoc3)C2=O)cc1
39: O=c1[nH]c(=O)n(CCc2ccccc2)c(O)c1/C=N/N1CCOCC1
40: COc1cc(-n2c(=S)[nH]c3ccc(C)cc3c2=O)c(Cl)cc1Cl

Screen / compound no.,33,34,35,36,37,38,39,40
IL-1B inflam inh,-8,-22,-2,-9,-79*,2,4,72
ATXN2 expr inh,?,-13%,-10%,-5%,-58%,.,.,-8%
MCF10A rereplic,15%,10%,-18%,2%,?,1%,4%,13µM*
SW480 rerep,-1%,-28%,-105%[inhibitor],-9%,?,-13%,-4%,18µM*
HT1080 IDH1KD tx,-4%,-2%,5%,7%,13µM*,4%,0%,?
KB-V1 cytotox,?,-22%,1%,-22%,-10%,15%,-20%,9.2µM*
WRN helicase inh,-8%,9%,6%,2%,-6%,40µM*,0%,-6%
HT1080NT lethal,-8%,-10%,-10%,-2%,13µM*,8%,0%,-26%
KB-3-1 tox,?,-8%,0%,7%,0%,1%,3%,?

41: COC(=O)C1=C(c2ccc(F)cc2OCc2ccccc2)C[C@@H]2CC[C@H]1N2C(=O)N1CCCC1
42: COc1cccc(C(=O)C2CCCN(Cc3ccc4nonc4c3)C2)c1 (stereo unspecified)
43: Cc1cc(C)nc(NC2=NCCS2)n1
44: CC(NCc1ccccc1C(F)(F)F)C(O)c1ccccc1 (stereo unspecified)

Screen / compound no.,41,42,43,44
IL-1B inflam inh,12,0,4,-18
ATXN2 expr inh,?,-19%,7%,9%
MCF10A rereplic,10%,-7%,-1%,-1%
SW480 rerep,-7%,-7%,-2%,-9%
HT1080 IDH1KD tx,-6%,-8%,11%,0%
KB-V1 cytotox,-12%,?,1%,-11%
WRN helicase inh,-7%,4%,0%,-3%
HT1080NT lethal,-10%,0%,17%,0%
KB-3-1 tox,0%,11%,16%,-3%
